NOD2 inhibition: NOD2 signaling inhibitors, cell-based, luminescence, uHTS, HEK293 (AID 1566); HEK293 NOD2/NF-kB luciferase reporter, luminescence; higher % means a stronger effect; inhibition, % at 4 µM, or EC50 in µM where a hit was titrated; 290,000 tested, 0.63% active; further: many of its hits are not listed in these tables
HIV fusion peptide: inhibitors of HIV fusion peptide binding, primary screen, biochemical, uHTS, fluorescence dequenching (AID 1986). cell-free peptide binding, fluorescence dequenching, 30 min; higher % means a stronger effect. inhibition, % at 20 µM; hits with a dose series show IC50 in µM. 290,000 tested, 0.3% active; in the data active means inhibition mostly above about 52%, no sharp cut-off; inactive means mostly below about 76%; further: some results filed as inactive read as strong as hits
Salmonella PhoP GFP: inhibitors of PhoP regulon expression, primary screen, Salmonella Typhimurium, GFP reporter (AID 1863); 300,000 tested, 0.16% active; S. Typhimurium PhoP-regulated promoter GFP reporter, 4 h; higher % means a stronger effect; inhibition, % at 50 µM, or IC50 in µM where a hit was titrated;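 active means inhibition over 29.93%, a cutoff 3 SD above the screen mean, later confirmed by dose response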;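 further: 0% = low Mg2+ inducing control and 100% = high Mg2+ repressing control; strong numbers were not always called active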
KOR beta-arrestin-1: KOR agonists, beta-arrestin recruitment, primary screen, cell-based, luminescence, uHTS (AID 1777). Kappa-type opioid receptor (Homo sapiens). KOR beta-arrestin recruitment, luminescence; higher % means a stronger effect. activation, % at 10 µM; hits with a dose series show EC50 in µM. 280,000 tested, 0.02% active; in the data active means activation above about 50%, passing the limit was not always enough; further: a part of the inactive calls stands beside numbers as strong as those of hits
NOD1 inhibition: NOD1 signaling inhibitors, primary screen, cell-based, luminescence, uHTS (AID 1578); NOD1-driven NF-kB luciferase reporter cells, luminescence; higher % means a stronger effect; inhibition, % at 4 µM, or EC50 in µM where a hit was titrated; 290,000 tested, 1% active; in the data active means inhibition mostly above about 36%, no sharp cut-off; inactive means mostly below about 34%;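 further: HEK-293T reporter cells stimulated with the NOD1 agonist gamma-tri-DAP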
Myeloid diff 2: induction of myeloid progenitor differentiation, primary screen, cell-based, flow cytometry, MLPCN library; ER-HoxA9 myeloid progenitors, lysozyme-GFP differentiation; calls only at 10 µM; 360,000 tested, 1% active; AID 624256, 2012;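 active means normalized GFP-positive differentiation at or above the plate's own cutoff, the solvent-only control mean plus 3 SD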;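 further: cells exposed to compound for four days before flow analysis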
SIAH1 antagonists: Siah-1 peptide-binding antagonists, primary screen, biochemical, fluorescence polarization, rhodamine-plectin, uHTS (AID 1817) | displacement, % at 20 µM; hits with a dose series show IC50 in µM | Siah-1 / rhodamine-plectin peptide fluorescence polarization; higher % means a stronger effect | 290,000 tested, 0.02% active | E3 ubiquitin-protein ligase SIAH1 (Homo sapiens);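 active means displacement of at least 50% at 20 µM, with a fluorescence ratio check between 0.3 and a set limit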;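 further: plate controls were Siah plus tracer with DMSO for no effect and tracer alone without Siah for full effect; strong numbers were not always called active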
LYP phosphatase: inhibitors of LYP phosphatase, biochemical, fluorescence intensity, uHTS (AID 1779). Tyrosine-protein phosphatase non-receptor type 22 (Homo sapiens). recombinant LYP phosphatase, fluorescence intensity; higher % means a stronger effect. inhibition, % at 11.5 µM; hits with a dose series show IC50 in µM. 290,000 tested, 0.054% active;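 further: plate controls were vehicle with enzyme for no effect and no enzyme for full effect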
KOR beta-arrestin-2: KOR antagonists, beta-arrestin recruitment, cell-based, luminescence, uHTS (AID 1778) | Kappa-type opioid receptor (Homo sapiens) | KOR beta-arrestin recruitment, luminescence, antagonist mode; higher % means a stronger effect | inhibition, % at 10 µM, or IC50 in µM where a hit was titrated | 290,000 tested, 0.091% active; further: strong numbers were not always called active
Myeloid diff 2 GFP+ MAC1+ %: further read-out of Myeloid diff 2, marked with its call; GFP+ MAC1+ double positive, %; measured here: differentiation confirmed by MAC1 staining
* = called active by the depositor; [ ] = remark or other dose. Unless noted, no stated cut-off is given here; in the data, active means inhibition above about 50%; inactive means the rest. A portion of the library (hit frequency here may not be typical).

Preview (2 entries):
CC(C)Oc1ccc(Cc2c(O)nc(NCCCN(C)C)[nH]c2=O)cc1 was read as NOD2 inhibition 22.0%, HIV fusion peptide -1.5%, Salmonella PhoP GFP 0.1%, KOR beta-arrestin-1 -3.3%, NOD1 inhibition -17.8%, SIAH1 antagonists 11.2%, LYP phosphatase -2.2% and KOR beta-arrestin-2 20.2%.
`CC1=C(C(=O)OCc2ccccc2)C(c2cccnc2)n2ncnc2N1` (stereo not drawn) gave NOD2 inhibition 15.7%, HIV fusion peptide 1.6%, Salmonella PhoP GFP 2.6%, KOR beta-arrestin-1 -3.2%, NOD1 inhibition -13.5%, Myeloid diff 2 inactive, SIAH1 antagonists 2.9%, LYP phosphatase -8.6%, KOR beta-arrestin-2 4.6% and Myeloid diff 2 GFP+ MAC1+ % 1.6.

The listing, repeating the preview:
CC(C)Oc1ccc(Cc2c(O)nc(NCCCN(C)C)[nH]c2=O)cc1 was read as NOD2 inhibition 22.0%, HIV fusion peptide -1.5%, Salmonella PhoP GFP 0.1%, KOR beta-arrestin-1 -3.3%, NOD1 inhibition -17.8%, SIAH1 antagonists 11.2%, LYP phosphatase -2.2% and KOR beta-arrestin-2 20.2%.
`CC1=C(C(=O)OCc2ccccc2)C(c2cccnc2)n2ncnc2N1` (stereo not drawn) gave NOD2 inhibition 15.7%, HIV fusion peptide 1.6%, Salmonella PhoP GFP 2.6%, KOR beta-arrestin-1 -3.2%, NOD1 inhibition -13.5%, Myeloid diff 2 inactive, SIAH1 antagonists 2.9%, LYP phosphatase -8.6%, KOR beta-arrestin-2 4.6% and Myeloid diff 2 GFP+ MAC1+ % 1.6.
`O=C(COc1ccc(-n2cnnn2)cc1)NC1CCCCC1` gave NOD2 inhibition 10.9%, HIV fusion peptide -1.9%, Salmonella PhoP GFP 6.2%, KOR beta-arrestin-1 2.3%, NOD1 inhibition 1.7%, Myeloid diff 2 inactive, SIAH1 antagonists 1.9%, LYP phosphatase -6.2%, KOR beta-arrestin-2 21.0% and Myeloid diff 2 GFP+ MAC1+ % 1.5.
Screening CC1CN(S(=O)(=O)c2ccc(Cl)c(S(=O)(=O)N3CC(C)OC(C)C3)c2)CC(C)O1 (stereo not drawn) returned NOD2 inhibition 1.9%, HIV fusion peptide 1.1%, Salmonella PhoP GFP -8.3%, KOR beta-arrestin-1 15.7%, NOD1 inhibition 11.2%, Myeloid diff 2 inactive, SIAH1 antagonists 5.9%, LYP phosphatase -6.0%, KOR beta-arrestin-2 5.0% and Myeloid diff 2 GFP+ MAC1+ % 0.3.
Screening C/C(O)=C(/N=O)C(=O)Nc1ccccc1 returned NOD2 inhibition 3.7%, HIV fusion peptide -0.4%, Salmonella PhoP GFP -8.4%, KOR beta-arrestin-1 1.6%, Myeloid diff 2 inactive, SIAH1 antagonists -0.9%, LYP phosphatase 1.1%, KOR beta-arrestin-2 18.3% and Myeloid diff 2 GFP+ MAC1+ % 1.9.
`CCOc1cc(/C=N/NC(=O)c2ccccn2)ccc1OC(=O)c1ccc(F)cc1` gave NOD2 inhibition 13.0%, HIV fusion peptide -1.8%, Salmonella PhoP GFP -1.0%, KOR beta-arrestin-1 1.6%, NOD1 inhibition -24.1%, Myeloid diff 2 inactive, SIAH1 antagonists 5.5%, LYP phosphatase -3.2%, KOR beta-arrestin-2 1.4% and Myeloid diff 2 GFP+ MAC1+ % 0.4.
Screening CC1CCN(CCNC(=O)C2CCCN(S(=O)(=O)c3cccc4nonc34)C2)CC1 (stereo not drawn) returned NOD2 inhibition 7.2%, HIV fusion peptide -1.4%, Salmonella PhoP GFP 8.1%, KOR beta-arrestin-1 -4.4%, NOD1 inhibition 20.3%, Myeloid diff 2 inactive, SIAH1 antagonists -0.4%, LYP phosphatase -7.3%, KOR beta-arrestin-2 5.0% and Myeloid diff 2 GFP+ MAC1+ % 0.8.
COc1cc(NC(=O)c2ccc3c(c2)OCO3)ccc1NC(=O)C(C)C was read as NOD2 inhibition 3.3%, HIV fusion peptide 5.3%, Salmonella PhoP GFP 5.0%, KOR beta-arrestin-1 10.7%, NOD1 inhibition -25.8%, Myeloid diff 2 inactive, SIAH1 antagonists -0.3%, LYP phosphatase 7.9%, KOR beta-arrestin-2 10.9% and Myeloid diff 2 GFP+ MAC1+ % 0.4.
`COc1cc(C=C2C(=O)c3ccccc3C2=O)cc(OC)c1OC` gave NOD2 inhibition 1.4%, HIV fusion peptide 10.3%, Salmonella PhoP GFP 10.1%, KOR beta-arrestin-1 -4.1%, NOD1 inhibition -9.6%, Myeloid diff 2 active, SIAH1 antagonists 8.6%, LYP phosphatase -2.5%, KOR beta-arrestin-2 -20.5% and Myeloid diff 2 GFP+ MAC1+ % 4.8*.
Screening CC(=O)c1cc(CN2CCC(n3nccc3NC(=O)c3ccccc3)CC2)cs1 returned NOD2 inhibition 0.5%, HIV fusion peptide -1.3%, Salmonella PhoP GFP -5.9%, KOR beta-arrestin-1 1.1%, NOD1 inhibition -31.2%, Myeloid diff 2 inactive, SIAH1 antagonists 6.1%, LYP phosphatase -4.0%, KOR beta-arrestin-2 21.1% and Myeloid diff 2 GFP+ MAC1+ % 0.8.
Screening S=C(NNC(=S)NC1CC2CCC1C2)NC1CC2C=CC1C2 (stereo not drawn) returned NOD2 inhibition 12.3%, HIV fusion peptide -1.0%, Salmonella PhoP GFP -8.3%, KOR beta-arrestin-1 -1.9%, NOD1 inhibition -1.3%, Myeloid diff 2 inactive, SIAH1 antagonists -2.1%, LYP phosphatase -3.4%, KOR beta-arrestin-2 0.4% and Myeloid diff 2 GFP+ MAC1+ % 0.3.
Screening COc1ccc(OCC(=O)OCCNC(=O)c2cccnc2)cc1 returned NOD2 inhibition -2.2%, HIV fusion peptide 1.0%, Salmonella PhoP GFP -8.8%, KOR beta-arrestin-1 0.2%, NOD1 inhibition -7.0%, Myeloid diff 2 inactive, SIAH1 antagonists 6.7%, LYP phosphatase -6.2%, KOR beta-arrestin-2 27.6% and Myeloid diff 2 GFP+ MAC1+ % 0.6.
For Cc1cccc(OCC(O)CN2CCc3ccccc3C2)c1 (stereo not drawn) the results were NOD2 inhibition 0.8%, HIV fusion peptide -1.5%, Salmonella PhoP GFP -2.9%, KOR beta-arrestin-1 -6.4%, NOD1 inhibition 16.1%, Myeloid diff 2 inactive, SIAH1 antagonists -4.0%, LYP phosphatase -9.7%, KOR beta-arrestin-2 -8.3% and Myeloid diff 2 GFP+ MAC1+ % 0.0.
Screening CCOC(=O)Cc1csc(NC(=O)C(C)Oc2ccc3c(C)cc(=O)oc3c2)n1 (stereo not drawn) returned NOD2 inhibition -5.3%, HIV fusion peptide 2.1%, Salmonella PhoP GFP 6.1%, KOR beta-arrestin-1 0.0%, NOD1 inhibition -28.7%, Myeloid diff 2 inactive, SIAH1 antagonists 15.9%, LYP phosphatase -5.4%, KOR beta-arrestin-2 -51.2%[20 µM] and Myeloid diff 2 GFP+ MAC1+ % 0.2.
CNS(=O)(=O)c1cccc(C(=O)OCC(=O)N(CCC#N)c2ccccc2)c1 was read as NOD2 inhibition 23.4%, HIV fusion peptide 0.8%, Salmonella PhoP GFP 7.5%, KOR beta-arrestin-1 -6.5%, NOD1 inhibition -26.1%, Myeloid diff 2 inactive, SIAH1 antagonists 3.0%, LYP phosphatase -7.4%, KOR beta-arrestin-2 -18.6% and Myeloid diff 2 GFP+ MAC1+ % 0.9.
Screening O=C(NCc1ccc(CNC(=O)c2ccco2)cc1)c1ccco1 returned NOD2 inhibition -2.0%, HIV fusion peptide -2.0%, Salmonella PhoP GFP -0.3%, KOR beta-arrestin-1 3.4%, NOD1 inhibition -7.6%, Myeloid diff 2 inactive, SIAH1 antagonists -2.9%, LYP phosphatase -9.2%, KOR beta-arrestin-2 19.6% and Myeloid diff 2 GFP+ MAC1+ % 0.6.
COc1ccc(N(C(=O)c2ccc(F)cc2)C2=CC3CCC(C2)N3C)cc1 (stereo not drawn) was read as NOD2 inhibition 10.3%, HIV fusion peptide -1.8%, Salmonella PhoP GFP -6.2%, KOR beta-arrestin-1 0.1%, NOD1 inhibition -14.4%, Myeloid diff 2 inactive, SIAH1 antagonists 2.2%, LYP phosphatase -3.0%, KOR beta-arrestin-2 -34.1% and Myeloid diff 2 GFP+ MAC1+ % 0.6.
COc1ccccc1CCC(=O)OCC(=O)Nc1c(Br)cc(C)cc1Br was read as NOD2 inhibition -18.8%, HIV fusion peptide -1.6%, Salmonella PhoP GFP -0.4%, KOR beta-arrestin-1 0.7%, NOD1 inhibition 10.2%, Myeloid diff 2 inactive, SIAH1 antagonists -11.3%, LYP phosphatase -3.5%, KOR beta-arrestin-2 4.9% and Myeloid diff 2 GFP+ MAC1+ % 0.5.
Screening COc1ccccc1N1CCN(C(=O)c2cc3sccc3n2C)CC1 returned NOD2 inhibition 7.7%, HIV fusion peptide 1.5%, Salmonella PhoP GFP -5.7%, KOR beta-arrestin-1 2.6%, NOD1 inhibition 39.9%, Myeloid diff 2 inactive, SIAH1 antagonists 0.1%, LYP phosphatase 2.8%, KOR beta-arrestin-2 -33.8% and Myeloid diff 2 GFP+ MAC1+ % 0.9.
For O=C(Nc1ccc(F)cc1)C1CCCCC1 the results were NOD2 inhibition -11.1%, HIV fusion peptide 1.0%, Salmonella PhoP GFP -6.7%, KOR beta-arrestin-1 -7.0%, NOD1 inhibition -3.5%, Myeloid diff 2 inactive, SIAH1 antagonists 1.9%, LYP phosphatase -9.1%, KOR beta-arrestin-2 6.8% and Myeloid diff 2 GFP+ MAC1+ % 0.6.
`Cc1ccc(/C=N/Nc2nc(C(C)(C)C)cs2)o1` gave NOD2 inhibition -77.9%, HIV fusion peptide -2.3%, Salmonella PhoP GFP -3.1%, KOR beta-arrestin-1 9.3%, NOD1 inhibition -85.1%, Myeloid diff 2 inactive, SIAH1 antagonists -2.7%, LYP phosphatase 1.1%, KOR beta-arrestin-2 24.8% and Myeloid diff 2 GFP+ MAC1+ % 0.2.
For CCc1ccc(C(=O)NNc2cc(Cl)cc(Cl)c2)cc1 the results were NOD2 inhibition 1.2%, HIV fusion peptide -1.1%, Salmonella PhoP GFP 3.2%, KOR beta-arrestin-1 -1.8%, NOD1 inhibition -0.8%, Myeloid diff 2 inactive, SIAH1 antagonists -1.9%, LYP phosphatase -2.3%, KOR beta-arrestin-2 -5.3% and Myeloid diff 2 GFP+ MAC1+ % 0.2.
O=C(CCC1CCCN(C2C3CC4CC(C3)CC2C4)C1)NCc1ccc(F)c(F)c1 (stereo not drawn) was read as NOD2 inhibition -1.9%, HIV fusion peptide 0.3%, Salmonella PhoP GFP -5.3%, KOR beta-arrestin-1 -3.6%, NOD1 inhibition -13.0%, Myeloid diff 2 inactive, SIAH1 antagonists 1.0%, LYP phosphatase -4.6%, KOR beta-arrestin-2 -20.9% and Myeloid diff 2 GFP+ MAC1+ % 0.3.
For Cc1nn2c3c(cnc2c1-c1ccccc1)C(=O)CCC3 the results were NOD2 inhibition -17.9%, HIV fusion peptide -0.2%, Salmonella PhoP GFP -9.5%, KOR beta-arrestin-1 -4.2%, NOD1 inhibition -21.1%, Myeloid diff 2 inactive, SIAH1 antagonists 1.0%, LYP phosphatase -7.4%, KOR beta-arrestin-2 8.7% and Myeloid diff 2 GFP+ MAC1+ % 0.3.

Bioassay records as filed in PubChem.
